# GASC-1 inh – inhibitors of human GASC-1 (JMJD2C) demethylase. Q9H3R0. GST-JMJD2C(1-420) H3K9me3 demethylation, DELFIA europium. inhibition, % at 2.35 µM. hit rate 0.069% among 330,000;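 active = more than half of a compound's replicate wells show inhibition beyond 50%, single wells judged on their own value; inconclusive = some, but no more than half, of replicates pass 50% inhibition; inactive = no replicate passes 50% inhibition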;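 note: signal counts dimethyl H3K9 product captured on neutravidin plate; 0% = median of DMSO wells and 100% = 0.3 times that DMSO median; strong numbers were not always called active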
# VLA-4 inh – inhibition in a human VLA-4 binding assay; VLA-4 expressing cells, ligand binding flow cytometry; AID 2557; hit rate 0.2% among 330,000; inhibition, % (about 7 µM as worked out from the volumes in the protocol); in the data active = inhibition above about 50%
# Fh CTSL1 inh – cathepsin L1 inhibition, PFM18AAP counter-screen; inhibition, % at 5.96 µM; hit rate 0.49% among 300,000; recombinant F. hepatica cathepsin L1, Z-Leu-Arg-MCA fluorescence; AID 1906;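 active = inhibition above the mean of all tested compounds plus 3 SD, set per screening campaign, cut at about 17% in these data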;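 note: 0% = plate median of test compound wells and 100% = 1 µM Z-Phe-Ala-diazomethylketone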
# procasp3 activ – activates human procaspase-3; recombinant procaspase-3 D3A, Ac-DEVD-pNA absorbance 405 nm; AID 463141; hit rate 0.11% among 330,000; activation, % at 8.5 µM;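 active = activation above the mean of all tested compounds plus 3 SD, cut at about 21% in these data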;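 note: 0% = DMSO alone and 100% = DMSO wells spiked with extra 5 µM PC-3 D3A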
#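 Assay system: Autoprocessing-dead procaspase-3 D3A mutant enzyme; also added: Ac-DEVD-pNA; doses: one concentration, 8.5 µM nominal, 0.8% DMSO; times: 1 h compound preincubation, 2 h substrate hydrolysis at 25 °C; technique: 405 nm absorbance of p-nitroaniline, reads at 0 and 120 min; measure: % activation between DMSO and enzyme-spiked controls; repeats: single replicate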
# GRK2 aptamer HTS – blocks RNA aptamer binding to human GRK2 | hit rate 0.59% among 330,000 | bead flow cytometry, FAM-aptamer displacement from GRK2 | P25098 | AID 488847 | inhibition of aptamer binding, % at 10 µM;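 active = inhibition of aptamer binding above 40%, roughly 3 SD of noise, on plates passing a quality check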;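 note: median bead fluorescence of bound FAM aptamer so fluorescent compounds give negative values; no value below 0 was filed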
# procasp7 counter – counter-screen: procaspase-7 (human) activation; P55210; recombinant procaspase-7, Ac-DEVD-pNA absorbance 405 nm; D23A/D198A/D206A triple mutant, cannot self-cleave; scale: DMSO 0, 5 µM enzyme 100; activation, % at 8.5 µM; hit rate 0.093% among 330,000;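 active = percent activation above the screen-wide mean plus 3 SD, cut at about 25% in these data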
# Target sequence (P55210 whole entry D23A/D198A/D206A): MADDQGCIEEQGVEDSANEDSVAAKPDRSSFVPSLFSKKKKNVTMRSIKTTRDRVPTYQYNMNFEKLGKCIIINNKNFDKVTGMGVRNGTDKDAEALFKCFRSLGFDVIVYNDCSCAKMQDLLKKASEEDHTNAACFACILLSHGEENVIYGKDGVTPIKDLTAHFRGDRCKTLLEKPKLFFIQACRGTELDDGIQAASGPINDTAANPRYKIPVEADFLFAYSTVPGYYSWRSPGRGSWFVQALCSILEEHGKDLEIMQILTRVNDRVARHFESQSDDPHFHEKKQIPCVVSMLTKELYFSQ
#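 Material: Procaspase-7 triple mutant (PC-7 D3A) | Quantity: 2 µM procaspase-7 mutant as dispensed | Reagent: DEVD-pNA substrate | Times: 1 h preincubation, 2 h reaction | Technique: 405 nm absorbance of p-nitroaniline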
# PP1 inh – blocks human PP1-alpha phosphatase, a PP5 counter-screen; purified PP1alpha, OMFP fluorescence; inhibition, % at 6.7 µM; hit rate 0.9% among 320,000; P62136;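 active = inhibition above the mean inhibition of all tested compounds plus 3 SD, computed separately for each screening campaign, cut at about 15% in these data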
# core dimer inh – HCV core protein dimerization inhibition. TR-FRET GST/Flag-core106 dimerization, 1536-well. inhibition, % at 5 µM. hit rate 0.33% among 300,000. AID 1899;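 active = inhibition above the mean of all tested compounds plus 3 SD, set per screening campaign, cut at about 45% in these data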
#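 assay system = GST-tagged and Flag-tagged HCV core protein residues 1-106 | controls = unlabelled core106 and no-GST-core106 wells | incubation = compound-protein-antibody incubation 4 h at 22.5 °C | probe or stimulus = Eu donor and XL665 acceptor anti-tag antibodies | read-out = % inhibition based on acceptor/donor emission ratio | signal = TR-FRET 671 and 617 nm emission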
# PP5 primary – blocks human protein phosphatase 5 activity. P53041. purified PP5c, OMFP substrate fluorescence. inhibition, % at 6.7 µM. hit rate 0.18% among 320,000;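 active = inhibition above the campaign's mean inhibition across all tested compounds plus 3 SD, cut at about 9.5% in these data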;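 note: 0% = DMSO only and 100% = 100 µM cantharidin control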
# Target sequence (P53041 whole entry, looked up): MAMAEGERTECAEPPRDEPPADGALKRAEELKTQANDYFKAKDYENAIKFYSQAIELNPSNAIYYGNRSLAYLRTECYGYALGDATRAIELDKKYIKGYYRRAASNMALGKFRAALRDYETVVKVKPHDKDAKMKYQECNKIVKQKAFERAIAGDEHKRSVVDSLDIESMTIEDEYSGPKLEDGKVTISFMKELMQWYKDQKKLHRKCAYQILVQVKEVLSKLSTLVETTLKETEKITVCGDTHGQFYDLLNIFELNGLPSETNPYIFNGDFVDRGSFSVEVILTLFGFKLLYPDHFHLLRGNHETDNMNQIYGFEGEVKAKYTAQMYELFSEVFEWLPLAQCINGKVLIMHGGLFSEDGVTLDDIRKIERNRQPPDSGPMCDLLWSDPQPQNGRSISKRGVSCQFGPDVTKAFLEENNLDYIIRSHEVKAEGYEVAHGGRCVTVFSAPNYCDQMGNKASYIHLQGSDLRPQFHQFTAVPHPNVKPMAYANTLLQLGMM
# * marks the source's active call; other numbers are inactive results; i = inactive; ? = inconclusive; · = not tested or not shown; & = joins results of further samples.
SMILES,GASC-1 inh,VLA-4 inh,Fh CTSL1 inh,procasp3 activ,GRK2 aptamer HTS,procasp7 counter,PP1 inh,core dimer inh,PP5 primary
COC(=O)C1=C(C)NC(C)=C(C(=O)OCC2CCCO2)C1c1cccc(Cl)c1 (stereo not drawn),16,17,1,6,0,-9,-2,4,2.8
CC(C)CNC(=O)/C(C#N)=C1\N=C(NC(=O)c2ccco2)c2ccccc21,8,-5,-1,5,2,-2,0,3,2.0
O=C1/C(=C/c2cccnc2)SC(=S)N1C1CCS(=O)(=O)C1 (stereo not drawn),9,8,-2,-24,0,-15,2,-3,0.8
COc1cc(OC)cc(C(=O)NCCCN2CCOCC2)c1,5,5,3,-5,4,-2,0,3,1.7
O=C(CCn1c(=S)[nH]c2cc3c(cc2c1=O)OCO3)N1CCc2ccccc2C1,-2,1,6,1,3,6,-4,5,0.6
COC(=O)c1cc(C(=O)NCCC(C)C)cc([N+](=O)[O-])c1,-5,5,-2,7,0,-2,0,-2,2.4
CCC(CC)NC(=O)COC(=O)c1cc(Br)ccc1Cl,0,6,-3,5,0,9,-1,-1,1.7
CNCCC(=O)N1c2ccccc2CCc2ccc(NC(=O)OC)cc21,-8,11,-4,-10,0,0,0,-4,2.0
Cc1onc(-c2c(F)cccc2Cl)c1C(=O)c1ccc(F)cc1,15,-1,5,-5,0,-5,-1,2,-0.5
COc1ccc(C(CNC(=S)NCc2ccccc2)N2CCCC2)cc1 (stereo not drawn),21,7,2,2,0,-1,-1,-6,-0.9
CCn1c(SCCC#N)nnc1-c1ccncc1,-3,7,-1,4,0,10,-1,-5,1.8
CCCCN1CC(O)=C(c2nc(-c3ccc(Br)cc3)cs2)C1=N,8,3,-1,7,0,7,7,4,-2.0
COc1cccc(NC(=O)Nc2nnc(Cc3ccc(F)cc3)s2)c1,-3,-4,2,3,2,7,2,9,1.8
COc1cc(/C=C/C(=O)Nc2nnc(CC(C)C)s2)cc(OC)c1OC,-3,13,0,-1,0,-6,3,-3,5.4
COc1ccc(CCN2C(=O)CSC2c2ccc(OC)c(OC)c2)cc1OC (stereo not drawn),0,17,-2,-7,0,4,-3,3,3.1
CCC(C(=O)Nc1c(C)cc(C)cc1C)N1CCCCCC1 (stereo not drawn),-10,1,4,3,1,-1,0,7,-1.2
COc1ccc(N=c2oc3c(OC)cccc3cc2C(=O)NCc2ccco2)cc1OC,·,16,0,-5,2,10,-2,6,2.0
C/C(=N\Nc1ccc(Cl)c(C(=O)O)c1)c1cc2ccccc2o1,-22,-6,6,1,0,1,6,-6,-0.8
Cc1ccc(C(=O)Oc2ccccc2C(=O)N2CCOCC2)cc1,-6,3,-3,0,2,4,-1,-3,0.8
CCOC(=O)c1c(C)oc2ccc(NS(=O)(=O)c3ccc4c5c(cccc35)C(=O)N4)cc12,i,-2,0,-3,0,-7,4,4,4.7
O=c1cc(CO)oc(C(Nc2ccccn2)c2ccccc2F)c1O (stereo not drawn),1,19,1,1,4,-3,-2,-1,1.9
N#Cc1sc2nc3c(c(-c4cccnc4)c2c1N)CCC3,-8,-4,0,2,2,1,2,-1,0.9
CCC(=O)Nc1ccc(/C(C)=N\NC(=O)c2ccc(OC)cc2)cc1,0,17,8,5,4,-1,-4,5,1.1
C=C1CCN([C@@H](CC(C)C)C(=O)Nc2nc3ccc(Cl)cc3s2)S(=O)(=O)c2ccccc21,-3,17,-2,2,0,-5,5,20,1.2
Cc1cc(C)n(-c2nnc(C)n2/N=C/c2ccccc2F)n1,-7,0,3,3,1,7,-5,-8,-1.9
CCOc1ccc2[nH]c(=O)c(CN(CCO)C(=O)c3ccc(Br)cc3)cc2c1,-4,2,-1,-1,7,13,-1,-2,4.1
O=C(C/C=N/OCc1ccc(F)cc1Cl)c1cnc(-c2ccccc2)s1,2,7,-1,-6,0,-6,0,-20,1.9
O=C(Nc1nc2ccccc2n1CCN1CCCC1)C1CCCCC1,39,8,-4,-6,0,5,-4,-3,0.6
C=CC[C@H](CC(=O)N(CCO)Cc1ccccc1)C(=O)NC[C@H](OC(=O)[C@@H](CC=C)Cc1ccc(F)cc1)c1ccccc1,-61,-4,·,-3,1,-5,·,·,·
COc1cc(CCCN2C(=S)NC[C@@H]2c2ccccc2)cc(OC)c1OC,-6,37,-1,6,0,1,6,0,1.5
O=C(CC1C(=O)NCCN1Cc1ccc(F)cc1)NCCCn1cccn1 (stereo not drawn),15,13,-2,2,0,9,3,11,0.3
CC(C)Nc1nc(NC(C)C)nc(N(C)C#N)n1,10,6,-1,7,1,4,-5,1,9.3
COc1ccccc1NS(=O)(=O)c1cc(NC(=O)c2cccnc2)ccc1N1CCCCC1,7,-9,·,8,0,-6,·,·,·
COCCCNc1ncnc2c1sc1nc(-c3ccco3)c3c(c12)CC(C)(C)OC3,14,-4,6,-3,2,9,-3,3,-0.2
Cc1csc(NC(=O)CSc2nnc(-c3ccncc3)o2)n1,-3,-5,0,-2,1,-1,0,-3,0.1
COc1ccc(Cl)cc1S(=O)(=O)N1CCC(C(=O)NCCc2ccccc2)CC1,9,-5,-1,-5,2,18,-3,7,-2.1
COc1ccc(-c2cn[nH]c2-c2ccc(OCc3ccc([N+](=O)[O-])cc3)cc2O)cc1OC,62,-9,4,1,2,-2,2,-1,6.0
COc1ccc(C(=O)N/C(=C/c2ccco2)C(=O)NCc2ccco2)cc1,4,6,0,1,1,5,-2,0,-0.1
CC(=O)Nc1ccc(NC(=O)CSc2nnnn2C2CCCCC2)cc1,12,1,7,4,0,-5,1,1,0.7
CN1CCN(c2ccc(S(=O)(=O)N3CCOCC3)cc2NC(=O)COc2ccc(F)cc2Cl)CC1,-10,-1,4,2,0,9,0,-3,2.4
Cc1cccc(NC(=O)CSc2cccc3cccnc23)c1C,7,23,2,4,0,3,-4,3,-1.1
COc1ccc(OC)c(N=Cc2c(O)[nH]c3ccccc23)c1,4,16,3,-4,3,-8,-2,-2,2.9
O=C(NCc1nnc(SCC(=O)N2CCOCC2)o1)c1cccs1,?,-2,2,0,0,9,1,8,1.5
Cc1ccc(S(=O)(=O)N(Cc2ccccc2)c2ccccc2C(=O)NCc2ccco2)cc1,22,-5,-1,0,3,-3,3,13,5.6
CC(O)c1cc2c(s1)c1cnn(Cc3ccccc3F)c(=O)c1n2C (stereo not drawn),·,1,·,-1,0,-8,·,·,·
Cc1c(F)cccc1NS(=O)(=O)c1ccccc1C#N,-3,29,-14,0,1,2,-2,-5,2.1
COc1ccc(Cl)cc1N/C(N)=N/c1nc(C)cc(=O)[nH]1,6,8,5,7,0,-1,2,-4,2.9
CCOCCCNc1nc2ccccc2[nH]1,1,5,0,9,2,-4,1,-17,2.1
COc1ccccc1NCCC(=O)OCC(=O)NC1CCCCC1,3,24,-49,-6,4,2,-4,-7,-0.1
Cc1cccc(C(=O)NNC(=O)c2ccccc2-n2cccc2)c1,13,16,1,7,3,-6,-4,0,1.0
COc1ccc(-c2csc(/C(C#N)=C\c3ccc(OC)c([N+](=O)[O-])c3)n2)cc1,4,3,0,2,90*,-1,-4,6,-1.7
CCOC(=O)c1c(N)sn(-c2ccccc2)c1=S,·,-4,-2,9,2,0,-1,-5,2.1
CN(C)S(=O)(=O)c1cccc(NC(=S)NN=C(Cc2ccccc2)Cc2ccccc2)c1,-7,4,6,-7,2,4,-1,9,0.1
Cc1c(C)c2c(OCC(=O)N3CCC(O)CC3)cc3c(c2oc1=O)CCC(C)(C)O3,-10,20,6,1,0,-3,-3,2,2.2
O=C(O)c1ccc2c(c1)C(=O)N(c1cccc(S(=O)(=O)Nc3cccc(C(F)(F)F)c3)c1)C2=O,2,-3,0,9,0,2,-3,10,-0.7
O=C(Cn1c(=O)c(=O)n(Cc2ccccc2)c2ccc(Cl)cc21)NCC1CCCO1 (stereo not drawn),-1,-1,0,-2,4,5,-4,4,0.1
Cc1cccc(-c2c3c(=O)n(C)c(=O)n(C)c3cn2-c2ccccc2O)c1,26,9,5,0,0,3,-2,3,1.0
COC(=O)c1ccc(S(=O)(=O)NCCSc2nnc3c4ccccc4n(C)c3n2)cc1,-9,-12,7,6,4,-10,-2,5,3.7
COc1ccc(NC(=O)CSc2ccc(-c3ccccn3)nn2)cc1OC,2,5,1,-3,0,-5,-1,4,2.7
Cc1ccc(S(=O)(=O)N2CCOCC2)cc1NC(=O)COC(=O)c1ccccc1OCc1c(C)noc1C,-3,40,0,5,1,0,1,-3,-1.3
# (further entries)
SMILES,GASC-1 inh,VLA-4 inh,Fh CTSL1 inh,procasp3 activ,GRK2 aptamer HTS,procasp7 counter,PP1 inh,core dimer inh,PP5 primary
C/C(=N\NC(=O)Cc1cc(=O)[nH][nH]1)c1cccc([N+](=O)[O-])c1,6,13,-2,4,1,-19,-2,0,1.4
COc1ccc(-n2c(=S)[nH]c3cc(C(=O)NCCCN4CCCC4=O)ccc3c2=O)c(OC)c1,13,30,0,0,2,3,-2,1,1.0
O=C(NCCN1CCCOC1=O)C(=O)NCCN1CCCOC1=O,3,-23,0,7,4,1,2,-2,-0.2
CC1(C)OC(=O)C(=Cc2ccc(-c3ccc(S(N)(=O)=O)cc3)o2)C(=O)O1,-20,13,0,-10,0,-13,2,3,0.9
COc1ccc(NC(=O)Cc2cccc(F)c2)cc1S(=O)(=O)Nc1ccccc1Cl,7,2,1,3,0,2,-1,3,2.7
S=C1NC(C23CC4CC(CC(C4)C2)C3)=CC(c2ccc3c(c2)OCO3)N1 (stereo not drawn),-4,2,0,-2,0,0,-2,4,1.0
O=C(O)c1ccc(S(=O)(=O)N2CCC(c3nc(-c4ccccc4Cl)no3)CC2)cc1,-35&4,7,0,-4,1,1,-5,1,4.5
Cc1cc(C)n(-c2nc3ccccc3s2)n1,-17,7,0,7,5,10,2,1,0.7
CC1CCCN(C(=O)CCNC(=O)c2ccccc2Cl)C1 (stereo not drawn),-22,8,3,1,0,-1,0,-2,1.6
COCc1cc(C)nc(SCc2ccccc2Cl)c1C#N,6,-20,-7,3,0,11,-3,-5,4.3
